Source: PubChem BioAssay (several laboratories)
Hsp70 activator: Hsp70 transcriptional activation, primary screen | activation, % at 10 µM | HeLa Hsp70 promoter luciferase reporter, luminescence; scaled: vehicle 0, proteasome-inhibitor control 100% | 200,000 compounds, 0.04% hits;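 active = activation above the mean across all tested compounds plus 3 SD, cutoff set per campaign, cut at about 5.5% in these data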;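 note: 100% = MG132 at 30 µM as the positive control and 0% = DMSO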
STAT1 blocker: STAT1 signaling inhibition. NIH 3T3 STAT1-luciferase reporter, IFN-gamma, luminescence. inhibition, % at 5.5 µM. 200,000 compounds, 0.35% hits;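 active = inhibition above a set limit, the mean inhibition across all tested compounds plus 3 SD, cut at about 34% in these data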;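 note: 0% = IFN-gamma with DMSO and 100% = IFN-gamma with 300 µM nifuroxazide; values of inactives mirror those of a sister screen read the other way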
APP 5UTR inh: APP translation inhibition | SH-SY5Y APP 5'UTR-luciferase reporter, luminescence | inhibition, % at 2 µM | 190,000 compounds, 0.82% hits | AID 1285;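 active = inhibition above a set limit, derived from the sample mean plus 3 SD, cut at about 45% in these data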; note: values of inactives mirror those of a sister screen read the other way
Diaph act CS: counter-screen for diaphorase-based assays: diaphorase activators and chemical reducers | Diaphorase/resazurin coupled assay, resorufin fluorescence, 16 min; stronger effect = higher value; 1 = vehicle wells, 0 = NADH-free wells | 190,000 compounds, 0.005% hits | activation factor at 20 µM;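 active = diaphorase activity raised at least twofold by the compound at 20 µM; inactive = activation factor below 2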
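Material: purified diaphorase enzyme from Clostridium kluyveri / Medium: HEPES pH 7.4 buffer with MgCl2 and Tween 20 / Schedule: enzyme reaction of 16 min at room temperature / Measured by: resorufin fluorescence, excitation 544 nm, emission 590 nm / Evaluation: rise in resorufin formation, marking diaphorase activation or chemical reduction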
STAT3 blocker: reduces IL-6 driven STAT3 reporter signal. U3A cells, IL-6 STAT3-luciferase reporter, luminescence; host cell line lacks STAT1. inhibition, % at 5.5 µM. 190,000 compounds, 0.89% hits. AID 862;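 active = inhibition above the mean inhibition across all screened compounds plus 3 SD, cut at about 44% in these data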;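 note: 0% = DMSO only wells and 100% = 100 µM nifuroxazide control wells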
G6PDH CS: inhibits Leuconostoc G6PDH, flagging false hits in G6PDH-based assays; Purified L. mesenteroides G6PDH, diaphorase/resazurin coupled fluorescence, 45 min; 200,000 compounds, 0.12% hits; AID 1020; inhibition, % at 5 µM; in the data active = inhibition above about 50%
TLR4 MyD88 comp: inhibitors of human TLR4-MyD88 binding; O00206+Q99836; HeLa CL3-4 TLR4/MyD88 BLA complementation, FRET ratio; inhibition, % at 8.4 µM; 200,000 compounds, 0.18% hits; in the data active = inhibition above about 25%;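 note: 0% = vehicle and 100% = reference inhibitor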
Target sequence (O00206 whole entry, looked up): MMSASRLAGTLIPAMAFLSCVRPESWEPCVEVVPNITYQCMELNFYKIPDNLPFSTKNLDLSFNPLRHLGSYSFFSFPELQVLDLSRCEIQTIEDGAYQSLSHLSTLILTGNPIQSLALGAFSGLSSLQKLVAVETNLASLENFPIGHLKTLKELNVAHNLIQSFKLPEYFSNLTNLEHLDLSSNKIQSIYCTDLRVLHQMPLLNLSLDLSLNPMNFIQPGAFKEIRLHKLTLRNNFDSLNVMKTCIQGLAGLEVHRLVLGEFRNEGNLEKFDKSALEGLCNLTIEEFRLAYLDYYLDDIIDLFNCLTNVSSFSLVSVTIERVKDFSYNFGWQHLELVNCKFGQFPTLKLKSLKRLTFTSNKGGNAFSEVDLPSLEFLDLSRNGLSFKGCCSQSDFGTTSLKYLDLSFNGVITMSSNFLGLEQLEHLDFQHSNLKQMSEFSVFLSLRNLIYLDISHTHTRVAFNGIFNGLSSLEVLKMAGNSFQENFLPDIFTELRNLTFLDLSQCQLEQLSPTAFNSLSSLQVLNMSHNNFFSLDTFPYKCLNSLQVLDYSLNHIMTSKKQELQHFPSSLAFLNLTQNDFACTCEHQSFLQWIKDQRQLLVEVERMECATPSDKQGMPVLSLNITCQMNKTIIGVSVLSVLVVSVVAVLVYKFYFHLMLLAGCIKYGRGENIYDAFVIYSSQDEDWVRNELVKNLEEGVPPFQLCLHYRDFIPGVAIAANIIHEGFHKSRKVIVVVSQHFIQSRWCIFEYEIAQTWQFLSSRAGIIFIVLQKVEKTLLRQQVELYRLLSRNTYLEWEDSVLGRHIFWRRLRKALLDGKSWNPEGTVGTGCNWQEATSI
Target sequence (Q99836 whole entry, looked up): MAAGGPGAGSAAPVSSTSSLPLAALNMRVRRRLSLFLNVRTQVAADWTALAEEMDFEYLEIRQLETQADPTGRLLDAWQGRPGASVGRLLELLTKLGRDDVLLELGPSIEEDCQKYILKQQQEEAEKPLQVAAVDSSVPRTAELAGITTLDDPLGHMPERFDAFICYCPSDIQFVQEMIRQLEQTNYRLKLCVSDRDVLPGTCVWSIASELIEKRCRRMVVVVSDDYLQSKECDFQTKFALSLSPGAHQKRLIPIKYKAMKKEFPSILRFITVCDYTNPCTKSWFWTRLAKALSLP
STAT1 act: STAT1 signaling activation | NIH 3T3 STAT1-luciferase reporter, IFN-gamma, luminescence; 100% = IFN-gamma alone, no compound | activation (% of control), % at 5.5 µM | 200,000 compounds, 2.6% hits;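 active = activation above the screen-wide mean activation plus 3 SD, cut at about 130% in these data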;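 note: raw ratio to IFN-gamma control signal so 100% means no change and 0% no light; values of inactives mirror those of a sister screen read the other way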
STAT3 activator: increases IL-6 driven STAT3 reporter signal; U3A cells, IL-6 STAT3-luciferase reporter, luminescence; 100% = signal with IL-6 EC80 alone; activation (% of control), % at 5.6 µM; 190,000 compounds, 0.91% hits; AID 871;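 active = activation above the screen-wide mean of compound activation plus 3 SD, cut at about 130% in these data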;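 note: 0% = background luminescence of wells with medium and substrate only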
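Material: STAT3-luciferase reporter U3A cells. Controls: IL-6-treated wells, 100% activation. Read-out: % activation versus median of IL-6-stimulated wells. Probe or stimulus: IL-6 stimulus at 33 ng/mL final. Timing: compound 1 h, then IL-6 6 h at 37 °C. Signal: reporter luminescence signal.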
Diaph inh CS: counter-screen for diaphorase-based assays: diaphorase inhibitors and chemical oxidizers; inhibition, % at 20 µM; 190,000 compounds, 0.69% hits; diaphorase resazurin-to-resorufin fluorescence, NADH, 16 min; bacterial (C. kluyveri) enzyme, not human;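 active = primary screen inhibition at 20 µM above a set limit, cut at about 50% in these data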;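 note: plate controls were DMSO with full reaction for no effect and wells lacking NADH for full effect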
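Assay system: diaphorase enzyme from Clostridium kluyveri; Input: enzyme working solution with 0.14 U/mL diaphorase; Timing: 16 min at room temperature; Technique: resorufin fluorescence, excitation 544 nm, emission 590 nm; Benchmarks: positive control minus NADH, DMSO neutral control.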
An asterisk follows results filed as active; . = no result given. Hits appear at their usual frequency; any-hit rate near 6.1%.

SMILES	Hsp70 activator	STAT1 blocker	APP 5UTR inh	Diaph act CS	STAT3 blocker	G6PDH CS	TLR4 MyD88 comp	STAT1 act	STAT3 activator	Diaph inh CS
CCOc1ccc(N2C(=O)Nc3ccccc3C2(O)C(=O)NCc2ccc(OC)cc2)cc1 (centres undefined)	-0.1	0	-8	0.9	9	-1	-15	99	99	10
CC(=O)c1ccc(NC(=S)NN2C(C)CCCC2C)cc1 (centres undefined)	-0.2	0	-4	0.9	5	8	-7	98	101	6
CCC(=O)N1CCN(c2ccccc2NC(=O)Cc2ccc(Cl)cc2)CC1	-0.3	7	0	0.9	2	11	1	94	103	11
CCOC(=O)NN1C(=O)c2ccccc2NC1c1ccccn1 (centres undefined)	-0.1	-2	-10	0.9	12	1	2	100	99	15
Cc1ccc(CNc2ccc3c(c2)ncn3C(C)(C)C)cc1	0.1	-76	-165	0.7	-2	3	-14	167*	110	32
NC(=O)Cn1nnc(-c2ccccc2NC(=O)c2cnccn2)n1	-0.4	0	-10	1	11	19	7	100	90	5
Cc1cc(N2C(=O)C(=O)/C(=C(/O)c3ccc(Cl)cc3)C2c2cccc(Br)c2)no1 (centres undefined)	0.1	-4	5	0.9	-27	-2	4	104	124	10
O=C(CN1C(=O)c2ccccc2S1(=O)=O)Nc1ccc(S(=O)(=O)N2CCCCC2)cc1	-0.1	13	4	1	5	-6	2	88	96	1
COc1ccccc1-n1c(SCC(=O)Nc2cc(C)on2)nc2c(c1=O)SCC2	-0.3	7	-16	0.8	7	7	-9	94	96	20
Cc1ccccc1CNc1nnnn1C	0.2	-4	-4	1	6	8	-10	101	99	2
CC1CCc2cc(F)ccc2N1C(=O)c1cnc2sccn2c1=O (centres undefined)	-0.2	-6	3	0.8	8	-16	0	105	100	19
CC(C)(C)NC(=O)c1ccccc1-c1nc(-c2ccccc2Cl)no1	0.1	0	-4	0.8	10	3	0	100	94	23
COC(=O)C(C)N(C(=O)c1ccc(C(=O)c2ccccc2)cc1)c1c(C)cccc1C (centres undefined)	-0.6	10	10	0.8	-1	4	-14	84	102	19
C/C=C/c1ccc(OC)c(OC(C)=O)c1	-0.4	-3	37	0.9	10	7	-10	102	97	14
CCOC(=O)N/N=C\c1ccc(OC(=O)c2ccco2)cc1	-0.1	-4	2	0.9	-8	7	15	103	111	9
CN(C)c1ccc(CN(C(=O)c2ccco2)C2CCS(=O)(=O)C2)cc1 (centres undefined)	0.6	-8	1	0.8	7	16	5	107	102	16
CCCN1C(=O)c2cc(C(=O)NCc3cccs3)ccc2C1O (centres undefined)	-0.1	5	2	0.8	14	-4	-8	95	95	15
O=C(c1ncc[nH]1)c1ccco1	-0.1	-6	3	0.9	0	-5	-15	105	102	8
Cc1ccc(Nc2nc(/N=C/N(C)C)n[nH]2)cc1C	-0.2	-32	-46	0.7	5	3	11	128	102	31
NC(=O)c1ccsc1NC(=O)c1cc(=O)c2ccccc2o1	0.2	-42	-105	1.1	-10	16	9	138*	108	-10
O=C(CNC(=O)c1cccc(F)c1)N/N=C/c1ccc(O)c([N+](=O)[O-])c1	-0.4	4	-30	0.9	5	-12	2	96	96	12
Cc1cc(O)c(-c2cc(C(=O)NCc3ccc4c(c3)OCO4)[nH]n2)cc1C	-0.1	8	-2	1.1	23	8	-14	93	84	-12
O=C(CN1CCN(Cc2ccccc2)CC1)Nc1ccc(N2CCOCC2)cc1	-0.1	7	-10	1.1	-1	5	11	93	104	-6
O=C(CN1C(=O)CCC1=O)Nc1cccc2c1C(=O)NC2=O	-0.5	-6	-46	1	-23	-1	0	106	118	0
NC(N)=NC(=O)c1nc(Cl)c(N)nc1N	-0.3	4	-5	1	1	9	-2	97	101	3
COc1ccc(CCN(C)CCCN2CC(c3ccccc3)CC2=O)cc1OC (centres undefined)	-0.2	-2	-16	1	-1	0	8	100	103	-1
COc1ccc(OC)c2[nH]c(=O)c(CCNC(=S)NC(C)(C)C)cc12	-0.1	5	14	0.7	14	2	-16	94	94	34
CCCCSc1nc2c(cnn2-c2ccc(F)cc2)c(=O)[nH]1	-0.2	4	-4	1	2	6	-7	97	103	3
Brc1ccc(CN2CCSCC2)cc1	-0.2	-3	11	0.9	6	5	-3	103	100	9
COC(=O)c1sc(-c2ccccc2)cc1NC(=O)c1ccc(OC)cc1	0.0	-2	0	0.9	6	3	-4	102	94	10

Entries of single compounds, quoted from the list. Screens in order: Hsp70 activator, STAT1 blocker, APP 5UTR inh, Diaph act CS, STAT3 blocker, G6PDH CS, TLR4 MyD88 comp, STAT1 act, STAT3 activator, Diaph inh CS
Results for O=C(c1ncc[nH]1)c1ccco1 → -0.1, -6, 3, 0.9, 0, -5, -15, 105, 102, 8
Results for COc1ccc(OC)c2[nH]c(=O)c(CCNC(=S)NC(C)(C)C)cc12 → -0.1, 5, 14, 0.7, 14, 2, -16, 94, 94, 34

(further entries)
SMILES	Hsp70 activator	STAT1 blocker	APP 5UTR inh	Diaph act CS	STAT3 blocker	G6PDH CS	TLR4 MyD88 comp	STAT1 act	STAT3 activator	Diaph inh CS
COC(=O)C1(C)NC(c2cccs2)C2C(=O)N(c3ccc(F)cc3)C(=O)C21 (centres undefined)	-0.1	3	-6	0.9	7	-1	-18	97	99	8
CCOC(=O)C(C)N1N=C(/C=C/c2ccc(OC)cc2)CCC1=O (centres undefined)	0.1	-2	-2	0.9	0	4	-2	102	109	8
COc1cccc(OC)c1C(=O)OCC(=O)Nc1ccc(OC(F)(F)F)cc1	-0.2	-7	.	1	-1	2	-1	106	99	0
CC(C)(C)CC(C)(C)Nc1c(-c2ccc(O)cc2)nc2cnccn12	-0.3	1	10	.	8	.	-12	99	96	.
O=C(O)c1ccc2nc3c(nc2c1)-c1ccccc1C3=O	-0.1	-8	2	0.8	4	9	1	106	98	22
COc1ccc(C)cc1NC(=O)C1CCCN1C(=O)OCc1ccccc1 (centres undefined)	-0.3	-2	-6	0.9	7	2	0	103	99	14
COc1ccc(CCNC(=O)c2cc(-c3ccccc3O)n[nH]2)cc1OC	0.1	-5	13	0.8	11	4	-1	104	94	18
Cc1cc(=O)n2[nH]c(C)c(-c3ccccc3)c2n1	-0.1	10	7	0.8	7	1	-2	91	99	19
CC(C)c1ccc(NC(=O)Cn2cccc2C2=NC(c3ccccc3)CO2)cc1 (centres undefined)	-0.2	6	11	0.9	-7	8	6	95	104	13
Cc1cnc(C(=O)OCC(=O)NC2CCCCCCC2)cn1	-0.2	-1	-3	1	-6	4	0	102	109	4
O=C(COC(=O)/C=C/c1cccc(Br)c1)NCCC1=CCCCC1	-0.2	3	13	0.9	6	20	-9	98	97	7
O=C(Nc1nnc(-c2ccccn2)o1)c1cccc(Cl)c1	-0.2	-8	-2	0.9	0	7	-4	104	104	7
CC1CCN(CCCNC(=O)CN2CCN(Cc3ccc(Cl)cc3)C2=O)CC1	-0.1	1	-4	1.1	-4	19	-14	99	103	-8
CSc1c(SCc2ccccc2)cnn(-c2ccccc2)c1=O	0.2	4	14	0.9	-11	-2	3	96	109	14
COc1cc(OC)cc(C(=O)NC2CCN(CC(=O)Nc3cccc4ccccc34)CC2)c1	0.0	3	-9	0.9	-2	11	0	93	103	14
COc1ccccc1-c1cc(C(=O)N/N=C\c2cnn(C)c2C)c2ccccc2n1	-0.1	3	-7	0.9	4	-4	-9	98	95	10
O=C(Cn1cnc2c(nnn2-c2ccccc2)c1=O)NCCc1ccccc1	-0.3	-6	7	0.8	-12	-16	-3	106	110	21
O=C(c1c(F)cccc1F)N(Cc1ccccn1)C1CCCC1	-0.4	1	-9	1	17	-3	0	99	90	2
COc1ccc(N2C(=O)CN=C2Nc2nc(C)cc(C)n2)cc1	0.0	1	-2	0.9	-6	29	-1	99	106	12
CCOC(=O)C1CCN(C(=O)Cn2cc3c(n2)CCC(C)C3)CC1 (centres undefined)	0.1	4	-8	0.9	0	2	8	98	100	6
Cc1ccc(N(CC(=O)Nc2c(C)n(C)n(-c3ccccc3)c2=O)S(C)(=O)=O)c(C)c1	0.2	1	20	0.9	11	15	1	97	94	11
O=C(c1cc2cc(Br)ccc2s1)N1CCOCC1	0.2	-12	1	0.9	20	16	11	110	88	7
CNC(=S)NNC(=O)c1cccc(C(F)(F)F)c1	0.0	3	14	1.1	-5	6	0	98	106	-10
CCOc1ccc2nc(SCC(=O)NCc3ccco3)sc2c1	0.4	-3	4	0.8	9	16	4	103	94	23
CC(C)n1c2ccccc2c2nc3ccccc3nc21	-0.3	-8	13	0.7	1	4	-8	107	100	27
O=C(Nc1ccc(-c2nc3ncccc3o2)cc1)c1ccco1	-0.1	-66	-92	0.8	23	5	2	160*	83	19
S=c1[nH]nc(-c2cccnc2)n1/N=C/c1ccc(Br)s1	-0.4	-1	-2	0.8	-8	4	-5	103	104	18
COc1cc(NC(=O)CCCc2c[nH]c3ccccc23)cc(OC)c1	-0.4	0	-4	0.9	3	-15	-20	100	102	10
CCCc1cc(=O)[nH]c(SC(CC)C(=O)Nc2ccccc2C#N)n1 (centres undefined)	-0.4	1	-14	0.9	0	1	-3	99	103	13
COc1ccc(/C(C)=C(\C#N)C(=O)OC(C)C)cc1OC	-0.2	-4	-5	0.9	-10	3	7	104	111	11
COc1cc(Cn2c(C(=O)O)cc3sccc32)cc(OC)c1OC	-0.1	-2	8	0.9	6	2	11	102	101	13
CC(=O)Nc1ccc(S(=O)(=O)NC(CC(=O)NC2CCCCC2C)C(C)C)cc1 (centres undefined)	0.2	2	10	0.8	6	0	6	98	99	15
Cc1ccc(CN2CCN(Cc3cccc(C)n3)CC2CCO)cc1 (centres undefined)	0.0	1	5	.	2	12	-18	97	100	.
CCCc1cc(C(=O)N/N=C/c2ccc(CC)s2)c2ccccc2n1	-0.1	-2	13	1	0	3	0	107	108	3
O=C(Nc1ccc(F)cc1F)c1cncc(Br)c1	0.1	-6	-10	0.9	29	10	-13	106	82	11
Fc1ccc2nc(Nc3nc4c(F)cccc4s3)sc2c1	-0.3	-17	-20	0.9	-54	-10	-4	116	140*	9
O=C1CN(C(=O)COC(=O)CNC(=O)c2ccc(Cl)cc2)c2ccccc2N1	-0.2	-4	-18	0.9	-1	8	4	102	104	6
O=C(/C=C/c1ccccc1Cl)Nc1cccc(S(=O)(=O)NC2=NCCCCC2)c1	-0.2	-8	-44	0.7	5	0	-2	108	99	32
